Compound activity (PubChem BioAssay)
Kir21 block: inhibitors of mouse Kir2.1 inward-rectifier potassium channel. 310,000 compounds, 0.85% hits. HEK293-Kir2.1, FluxOR thallium flux fluorescence; active compounds read low. AID 1672. B-score at 10 µM. P35561;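 active = fluorescence ratio B-score at or below minus 3 SD of library scores, with starting-brightness B-score within 2 SD, cut at about -4.2 in these data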;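 note: channel flux triggered by added potassium and thallium sulfate stimulus; B-score of peak minus minimum fluorescence over baseline after thallium stimulus; more negative B-score means stronger Kir2.1 block with less thallium influx; some compounds called inactive have numbers as strong as hits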
Target sequence (P35561 whole entry, looked up): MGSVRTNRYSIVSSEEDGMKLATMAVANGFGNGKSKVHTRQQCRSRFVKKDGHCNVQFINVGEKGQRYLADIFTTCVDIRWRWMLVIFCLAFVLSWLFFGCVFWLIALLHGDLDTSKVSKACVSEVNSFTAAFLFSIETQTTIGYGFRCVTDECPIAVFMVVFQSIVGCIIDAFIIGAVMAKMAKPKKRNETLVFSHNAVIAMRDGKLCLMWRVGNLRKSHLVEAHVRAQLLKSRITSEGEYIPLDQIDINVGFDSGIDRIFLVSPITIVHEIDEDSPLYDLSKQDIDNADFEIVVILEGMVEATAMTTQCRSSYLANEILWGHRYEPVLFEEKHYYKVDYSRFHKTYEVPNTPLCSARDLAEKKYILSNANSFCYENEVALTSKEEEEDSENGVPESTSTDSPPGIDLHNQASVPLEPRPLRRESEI
CHT inh: inhibitors of human choline transporter CHT; Q9GZV3; CHT-expressing cells, membrane potential dye, choline response; active compounds read low; B-score at 10 µM; 310,000 compounds, 0.86% hits; AID 488975;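 active = B-score over 3 SD under the library average, and starting fluorescence ratio not unusually high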;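 note: choline stimulus applied at its EC90 after an EC20 pre-addition; B-score computed on integrated fluorescence ratio after choline addition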
Target sequence (Q9GZV3 whole entry, looked up): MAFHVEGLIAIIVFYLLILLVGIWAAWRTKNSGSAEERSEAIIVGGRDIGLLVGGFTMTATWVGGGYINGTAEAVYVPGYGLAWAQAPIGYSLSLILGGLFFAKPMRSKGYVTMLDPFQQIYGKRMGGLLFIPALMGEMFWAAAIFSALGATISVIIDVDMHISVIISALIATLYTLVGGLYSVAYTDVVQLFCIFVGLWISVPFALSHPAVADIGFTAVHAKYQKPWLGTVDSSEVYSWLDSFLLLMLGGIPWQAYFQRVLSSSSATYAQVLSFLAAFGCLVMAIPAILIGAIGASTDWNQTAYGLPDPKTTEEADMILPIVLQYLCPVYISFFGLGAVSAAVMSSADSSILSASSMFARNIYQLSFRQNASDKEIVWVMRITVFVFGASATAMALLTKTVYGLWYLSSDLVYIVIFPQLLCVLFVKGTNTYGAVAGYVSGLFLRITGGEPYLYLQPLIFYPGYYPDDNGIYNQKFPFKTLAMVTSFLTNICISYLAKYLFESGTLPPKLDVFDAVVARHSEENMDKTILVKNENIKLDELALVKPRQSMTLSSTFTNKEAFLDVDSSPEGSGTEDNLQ
Numbers without * were called inactive; i = inactive; . = not tested or not shown.

Structure	Kir21 block	CHT inh
N/C(=N\OC(=O)COc1ccc([N+](=O)[O-])cc1)c1ccc(Br)cc1	0.22	.
CCC(CC)n1[nH]c(=O)cc1N	0.84	i
Cc1ccc(-c2nc(CCNC(=O)c3ccco3)cs2)cc1	-3	i
Cc1ccc(C(=O)OCC(=O)NCc2ccc3c(c2)OCO3)s1	2.3	i
O=C(NCC(c1ccco1)N1CCCC1)c1ccc(S(=O)(=O)Nc2ccccc2F)cc1 (stereo not given)	-0.2	i
Cc1nc(CSc2nnc(C)s2)cs1	0.64	i
COc1ccc(-c2cc(C(F)(F)F)nc(S(=O)(=O)CCCC(=O)Nc3cccc(O)c3)n2)cc1OC	-0.85	.
CC(C)C(=O)NC(=S)Nc1ccc(S(=O)(=O)N2CCN(C)CC2)cc1	0.87	i
CC(C)CS(=O)(=O)C1=NSC2=NC(=O)/C(=C\c3ccc(OC(=O)c4ccco4)cc3)C(=N)N21	-4.4*	-6.9*
O=C(O)CC(Cc1ccc(Cl)cc1)C(=O)NCc1ccccc1 (stereo not given)	-0.45	i
Cn1cnnc1SCC(=O)N1CCC(Cc2ccccc2)CC1	-1.4	i
CC(=O)N1SC(N)=NC1c1ccccc1 (stereo not given)	-0.52	i
Cc1cc(C(=O)N/N=C/c2ccc(O)c([N+](=O)[O-])c2)c(C)n1-c1ccc(F)cc1	2.2	i
CCCOc1ccc(C(=O)Nc2ccc(N(C)C)cc2)cc1	0.47	i
COc1ccc(CCNC(=O)c2ccc3c(SCC(=O)O)c4c(nc3c2)CCCC4)cc1OC	1.4	i
O=C(Cc1csc(-c2cccc(Cl)c2)n1)Nc1cccc(S(=O)(=O)NC2=NCCC2)c1	0.25	i
COc1cccc(C2SCC(=O)N2c2ccc(Cl)cc2)c1OC (stereo not given)	-3.3	i
O=C(NCCc1ccccc1)Nc1ccc2c(c1)OCO2	-2.5	i
Cc1ccc(C(=O)N2CC(=O)Nc3ccc(F)cc3C2c2ccc(F)cc2)cc1[N+](=O)[O-] (stereo not given)	-2	i
COC(=O)CNC(=O)C(CCSC)NC(C)=O (stereo not given)	-0.36	i
Cc1ccc(NS(=O)(=O)c2c(C)nc3sccn3c2=O)c(C)c1	0.3	i
CN(CCOc1ccc(Cl)cc1)CC(=O)Nc1ccc(OC(F)(F)F)cc1	-1	i
CC1CCCC(NC(=O)COC(=O)c2ccccc2[N+](=O)[O-])C1C (stereo not given)	0.35	i
O=C(Nc1ccccc1Cc1ccccc1)C1CC(=O)N(c2ccc3c(c2)OCCO3)C1 (stereo not given)	0.48	i
COCCN(CCOC)C(=O)c1ccc(NS(=O)(=O)c2ccc3c(c2)OCCO3)cc1	-0.28	i
CN(C)c1cccc(N=C2C=C(N3CCOCC3)CC(C)(C)C2)c1	-0.77	i
COCCCn1c(C)nnc1SCC(=O)Nc1cccc(C)c1	0.38	i
COC(=O)c1nnn(-c2nonc2N)c1CSc1nnc(C)s1	-1.4	i
CC(C)(C)c1ccc(C(=O)N/C(=C\c2ccco2)C(=O)O)cc1	-0.71	i
CCC(C)(C)NC(=O)C(c1ccc(OC)cc1)N(Cc1ccco1)C(=O)CCC(=O)Nc1cc(C)on1 (stereo not given)	-0.75	i
COc1ccc2nc(NC(=O)CSc3ccccc3)sc2c1	0.92	i
C[C@]12C=CC(=O)C=C1CC[C@@H]1C2=CC[C@]2(C)[C@@H](C(=O)CN3CCN(c4cc(N5CCCC5)nc(N5CCCC5)n4)CC3)CC[C@@H]12	0.79	i
Cc1nc2ccc(S(=O)(=O)NCC(=O)N3CCC(C)CC3)cc2s1	1.9	i
Cc1ccc(NC(=S)NC(=O)/C=C/c2ccco2)c(O)c1	-0.25	i
COC(=O)C1CCN(C(=O)/C=C/c2ccccc2)CC1	-0.67	i
COc1cccc(NC(=O)CSc2nnc(Cc3ccc(OC)c(OC)c3)o2)c1	-0.03	i
CCCCn1c(N)c(N(CC(C)C)C(=O)CN2C(=O)NC3(CC(C)CC(C)(C)C3)C2=O)c(=O)[nH]c1=O (stereo not given)	-0.02	i
O=C(Nc1nc(-c2ccccc2)ns1)c1cccs1	-0.87	i
FC(F)(F)c1ccc(N2CCOCC2)c(NC2=NCCCCC2)c1	-2	i
COc1ccc(C2Nc3ccccc3C(=O)N2Cc2ccccc2)cc1COc1ccccn1 (stereo not given)	0.68	i
Cc1cc(C)n(Cc2cc(C(=O)O)c3ccccc3n2)n1	0	i
S=c1[nH]cnc2scc(-c3ccccc3)c12	-0.58	i
COc1ccccc1OCC(=O)N1CCCC(Nc2ccc(F)c(F)c2)C1 (stereo not given)	-0.05	i
O=C(CN1C(=O)CSc2ccc(S(=O)(=O)N3CCOCC3)cc21)NCc1ccc(Cl)cc1	-2	i
CCOc1ccc(S(=O)(=O)Nc2cccc(C(=O)NCC(C)(C)N3CCOCC3)c2)cc1	-0.16	i
O=C(COCc1nc2ccccc2c(=O)[nH]1)NC1CCCC1	-0.21	i
Cc1ccc(Nc2ncnc3c2cnn3C)cc1	-1.4	i
COC(=O)c1cc(OC)c(OC)cc1NC(=O)C1CCC(=O)N1S(=O)(=O)c1ccc(C)cc1 (stereo not given)	1.4	i
COc1ccc(Cl)cc1NC(=O)CN1CCCC1	1.1	i
Cc1ccc(C(=O)/C=C/c2ccccc2)o1	-0.33	i

Sorted by the number under Kir21 block (descending): some entries from above.
Structure	Kir21 block	CHT inh
COc1ccccc1OCC(=O)N1CCCC(Nc2ccc(F)c(F)c2)C1 (stereo not given)	-0.05	i
O=C(COCc1nc2ccccc2c(=O)[nH]1)NC1CCCC1	-0.21	i
COC(=O)c1nnn(-c2nonc2N)c1CSc1nnc(C)s1	-1.4	i

(next part)
Structure	Kir21 block	CHT inh
CCOC(=O)c1ccc(N=C2S/C(=C\c3cc(C)n(-c4cccnc4)c3C)C(=O)N2C)cc1	0.96	i
O=C(CSc1ccsc1[N+](=O)[O-])NCc1ccccc1	2.8	i
CN(C(=S)Nc1ccc(SC(F)F)cc1)C(c1ccccc1)c1ccccc1	0.25	i
CN(CCCC(=O)Nc1ccc(OC(F)F)cc1)S(=O)(=O)c1ccc(F)cc1	1.7	i
C[C@H]1CN=C(Nc2ccccc2)N1CCC1CCCC1	1	i
CCc1noc(C)c1C(=O)N1CCCC(C(=O)c2cc(F)ccc2OC)C1 (stereo not given)	-0.21	i
Cc1ccc(S(=O)(=O)NC(=NC(Cc2ccccc2)C(=O)O)c2ccccc2)cc1 (stereo not given)	1.5	i
COCCC1CCCCN1C(=O)c1cc(COc2ccc(-n3cncn3)cc2)on1 (stereo not given)	-0.01	i
COc1ccc(C2=NS(=O)(=O)N(C)C(C(=O)NCc3ccccn3)=C2)cc1OC	-1.8	i
O=C(OCN1C(=O)C(=O)c2ccccc21)c1ccc(Cl)cc1	-0.21	i
O=C(COc1ccccc1)Nc1nc2cc3c(cc2s1)OCO3	1.4	i
CC1(C)CC(Nc2ccc(Nc3ccccc3)cc2)CC(C)(C)N1	-0.61	i
Cn1c(CN2CCOCC2)nnc1SCC(=O)Nc1cc(Cl)ccc1Cl	0.23	i
CN1CCN(C(=S)c2cn(CCOc3ccccc3)c3ccccc23)CC1	0.59	i
O=C(NCCc1c[nH]c2ccccc12)c1ccc(Cl)cc1	0.66	i
COc1ccc([N+](=O)[O-])cc1NC(=O)CSc1nccc(C)n1	-0.05	i
C/C=C/c1ccc(Oc2nnnn2-c2ccc(C(=O)O)cc2)c(OC)c1	0.01	i
Cc1ccc(C(=O)OCC(=O)NNC(=O)c2cccs2)c(O)c1	0.1	i
Oc1ccccc1C1N=C(c2ccccc2)NC(c2ccccc2)=N1	-0.49	i
c1ccc(-c2nnc3ccc(N4CCCC4)nn23)cc1	-0.63	i
CCN1CCCC1CNC(=O)c1ccc2c(c1)NC(=O)/C(=C\c1ccc(C)cc1)S2 (stereo not given)	-2.8	i
COC(CNC(=O)CCCn1nnnc1CN1CCOCC1)c1cccs1 (stereo not given)	-1.4	.
C=CCOc1nc2c(c(=O)n(C)c(=O)n2C)n1Cc1c(Cl)cccc1Cl	-2.2	i
CCn1c(COc2cccc(C)c2C)nnc1SCC(=O)Nc1cc(C)on1	0.98	i
Cc1ccc(C(=O)CC(=O)c2ccc(C)cc2O)cc1	-1.8	i
Cc1c(Cl)cccc1NS(=O)(=O)c1cn(C)c(=O)n(C)c1=O	0.16	i
Cc1ccc(S(=O)(=O)N[C@H](C(=O)N2CCC(C(=O)NCC(=O)O)CC2)C(C)C)cc1	0.84	i
CCOc1ccc(Cn2c(SCCCCC#N)nc3c2c(=O)n(C)c(=O)n3C)cc1OCC	0.83	i
O=C(NC1CCCc2ccccc21)c1ccccc1OC(F)F (stereo not given)	-0.43	i
COCCNC(=O)c1noc2c1CCc1cc(OC)ccc1-2	0.09	i
COCCn1c(SCC(=O)Nc2ccc(Cl)c(S(=O)(=O)N(C)C)c2)nc2ccccc21	0.52	i
O=C(N/N=C/c1ccccn1)c1cc(-c2ccc(Cl)cc2)nc2ccccc12	-0.24	i
COc1ccc(N(CC(=O)N2CCN(C)CC2)S(C)(=O)=O)cc1OC	-1.3	i
CNC(=O)c1cc2cc(Br)ccc2s1	1.1	i
CCc1nc2ccccc2n1CC(=O)N1CCN(S(=O)(=O)c2cccc(C(F)(F)F)c2)CC1	1	i
Cc1ccc2c(c1)N(CCC(=O)NC(C)C)C(=O)CO2	-0.49	i
CCN(CC)S(=O)(=O)C1CCS(=O)(=O)C1 (stereo not given)	-0.74	i
Cn1cnnc1Sc1cc(N2CCN(S(=O)(=O)c3ccccc3)CC2)ccc1[N+](=O)[O-]	-0.48	i
COc1cccc(-n2c(SCC(=O)NCC3CCCO3)nc3c([nH]c4ccccc43)c2=O)c1 (stereo not given)	-1.9	i
O=C1OC(CCl)CN1Cc1ccc([N+](=O)[O-])cc1 (stereo not given)	-0.12	i
CC(OC(=O)c1cc2sccc2n1C)C(=O)NCc1ccc2c(c1)OCO2 (stereo not given)	1.6	i
COc1cc(Cn2c(-c3ccc(O)c(OC)c3)nc3ccccc32)ccc1O	0.31	i
Cn1c(SCC(=O)NCc2ccco2)nnc1-c1c[nH]c2ccccc12	1	i
CN1CCN(C(=O)c2cc3nc(-c4ccccc4)cc(C(F)(F)F)n3n2)CC1	-1.7	i
CCCc1nc2ccccc2c2nc(N)nn12	-0.45	i
CCCCC[C@H]1CN(Cc2ccc(OC)cc2)C(=O)[C@@H]1CC(=O)NCc1ccccc1	-0.3	i
O=C1C2CC=CCC2C(=O)N1c1n[nH]c(CCc2ccccc2)n1 (stereo not given)	-0.19	i
NC(=O)C1CCCN(CCc2ccccc2)C1 (stereo not given)	-0.04	i
COCCN=c1scc(-c2ccco2)n1/N=C/c1ccc(O)c(O)c1O	.	i
CC(C)NC(=O)c1cnc(N2CCN(c3ccccn3)CC2)c2ccccc12	2.1	i

Next part.
Structure	Kir21 block	CHT inh
CCC(C(=O)N1CCN(c2ncccn2)CC1)c1ccccc1 (stereo not given)	-0.02	i
CCOC(=O)NC(=O)C(=CNNc1ncc(C(F)(F)F)cc1Cl)C(=O)NC(=O)OCC	0.04	i
CCCN1CCC(=NNC(=O)c2ccc(Br)o2)CC1	0.9	i
C/C(=N\NC(=S)NC1CCCCC1)c1ccc(C)o1	-0.97	i
COCCn1c(=O)[nH]c2cc(C(=O)NCCN3CCN(c4ccccc4F)CC3)ccc2c1=O	2	i
CCOC(=O)c1sc(NCCNc2nc(C)c(C(=O)OCC)s2)nc1C	0.03	i
S=c1[nH]nc(-c2cccc(Cl)c2)n1/N=C/c1ccco1	0.86	i
Cc1ccc(-c2nnc(CN3CCN(C)CC3)o2)cc1	-0.76	i
O=C(CSc1ncccn1)NC1CCCc2ccccc21 (stereo not given)	1.6	i
Cc1cccc(N2CCN(CC(=O)NCC3CCCCC3)CC2)c1C	-0.06	i
N=C1/C(=C/c2cccn2Cc2ccc(Cl)cc2)C(=O)N=C2SC=CN12	1.1	i
COc1cccc(NC(=O)c2ccc(CN3CCOCC3)cc2)c1	0.15	i
O=C1c2ccccc2C(=O)C1c1ccnc2ccccc12	1.2	i
CCN(c1ccccc1)S(=O)(=O)c1ccc(OC)c(NC(=O)CCc2nc3ccccc3c(=O)[nH]2)c1	2.7	i
COc1ccc(/C=N/NC(=O)c2cc(-c3cccnc3)nc3ccccc23)c(OC)c1	0.33	i
Cc1ccc(Cl)cc1NC(=S)N(CCCN1CCOCC1)Cc1ccccn1	-0.24	i
Cc1ccc(S(=O)(=O)NCC(=O)N(CC(=O)NCC2CCCO2)c2ccc(Cl)cc2)cc1 (stereo not given)	1.6	i
Cc1c2cnn(CC(=O)N3CCN(c4ncccn4)CC3)c(=O)c2c(C)n1Cc1ccc(F)cc1	-0.57	i
CCOc1ccc(CNC(=O)CCS(=O)(=O)Cc2ccc(C)cc2)cc1OC	-1.9	i
C/C(=N\NC(=O)c1nnn(-c2nonc2N)c1CN(C)c1ccccc1)c1ccc(O)cc1	0.58	i

Of the compounds above, 3 have bromine:
Structure	Kir21 block	CHT inh
N/C(=N\OC(=O)COc1ccc([N+](=O)[O-])cc1)c1ccc(Br)cc1	0.22	.
CNC(=O)c1cc2cc(Br)ccc2s1	1.1	i
CCCN1CCC(=NNC(=O)c2ccc(Br)o2)CC1	0.9	i
